# PV pol inh: inhibitors of poliovirus RNA polymerase binding and polymerization | P03300 | hit rate 0.66% among 150,000 | AID 588519 | poliovirus polymerase elongation, fluorescence polarization; stronger effect = lower value | % elongation, % (compound at 16.7 µg/mL); in the data active = % elongation below about 90%; note: some results filed as inactive read as strong as hits
# Target sequence (P03300 1749-2209 limits assumed): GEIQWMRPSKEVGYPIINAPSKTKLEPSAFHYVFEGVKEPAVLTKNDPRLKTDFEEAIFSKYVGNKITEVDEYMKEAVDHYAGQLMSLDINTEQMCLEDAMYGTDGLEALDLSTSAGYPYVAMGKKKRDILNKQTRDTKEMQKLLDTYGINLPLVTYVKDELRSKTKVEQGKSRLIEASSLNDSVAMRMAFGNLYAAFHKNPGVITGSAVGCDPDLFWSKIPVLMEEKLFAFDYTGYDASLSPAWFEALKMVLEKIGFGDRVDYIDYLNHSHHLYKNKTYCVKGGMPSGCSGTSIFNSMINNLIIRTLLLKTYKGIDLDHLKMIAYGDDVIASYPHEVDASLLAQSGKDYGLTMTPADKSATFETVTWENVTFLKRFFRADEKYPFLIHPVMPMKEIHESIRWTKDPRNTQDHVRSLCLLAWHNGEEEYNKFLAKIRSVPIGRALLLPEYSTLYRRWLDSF
# PV pol inh FP z-score: recorded beside PV pol inh, whose call it bears; z-score; measured here: FP z-score; hits read low
# * hit, by the source's call.
compound,PV pol inh FP z-score,PV pol inh
Cc1ccc(CSC2=Nc3ccccc3C3=NC(CC(=O)NC4CCCCC4)C(=O)N23)cc1 (centres undefined),2,116
CNC(=O)c1c(O)c2cccc3c2n(c1=O)CCC3,0.3,106
CCOC(=O)c1c(N)sc2c1CCN(C(=O)OCC)C2,0.4,104
COc1ccc(CCNC(=O)CCc2c(C)c3cc4c(C)coc4c(C)c3oc2=O)cc1OC,-1,104
CC1CCCCC1NC(=O)Cn1nnc(-c2ccc(N(C)C)cc2)n1 (centres undefined),1.2,106
COc1ccc(N2C(=O)CSC23C(=O)N(Cc2ccc(C)cc2)c2ccccc23)cc1Cl (centres undefined),1.2,113
Cc1ccccc1C(=O)NCc1nc2cccnc2n1Cc1ccccc1,0.5,110
Cc1ccc(CNc2ncnc3c2oc2ccccc23)cc1,0.4,106
CC(=O)Nc1cccc(-c2nnc(SCC(=O)c3ccc([N+](=O)[O-])cc3)o2)c1,0.3,106
CCc1ccccc1OCCSc1ncccn1,0,100
COc1ccc(S(=O)(=O)c2cn(C)c3cc(N4CCCCCC4)c(F)cc3c2=O)cc1,0.9,111
O=C(N/N=C/c1ccccc1)c1n[nH]c(=O)c2ccccc12,0.7,107
CCN(CC)C(=O)c1cc(-c2ccc(OC)c(OC)c2)on1,-0.8,100
COc1cc(C(=S)N2CCCC2)cc(Cl)c1O,0.7,103
CCOC(=O)Cn1c(=O)oc2cc(S(=O)(=O)N3CCN(c4ccc(Cl)cc4)CC3)ccc21,-0.2,102

# Four entries from above, with each value named.
> COc1ccc(CCNC(=O)CCc2c(C)c3cc4c(C)coc4c(C)c3oc2=O)cc1OC
  PV pol inh FP z-score = -1	PV pol inh = 104
> CC1CCCCC1NC(=O)Cn1nnc(-c2ccc(N(C)C)cc2)n1 (centres undefined)
  PV pol inh FP z-score = 1.2	PV pol inh = 106
> COc1ccc(N2C(=O)CSC23C(=O)N(Cc2ccc(C)cc2)c2ccccc23)cc1Cl (centres undefined)
  PV pol inh FP z-score = 1.2	PV pol inh = 113
> Cc1ccccc1C(=O)NCc1nc2cccnc2n1Cc1ccccc1
  PV pol inh FP z-score = 0.5	PV pol inh = 110

# A draw from above in order of molar mass, high to low:
compound,PV pol inh FP z-score,PV pol inh
CCOC(=O)Cn1c(=O)oc2cc(S(=O)(=O)N3CCN(c4ccc(Cl)cc4)CC3)ccc21,-0.2,102
COc1ccc(CCNC(=O)CCc2c(C)c3cc4c(C)coc4c(C)c3oc2=O)cc1OC,-1,104
COc1ccc(S(=O)(=O)c2cn(C)c3cc(N4CCCCCC4)c(F)cc3c2=O)cc1,0.9,111
Cc1ccccc1C(=O)NCc1nc2cccnc2n1Cc1ccccc1,0.5,110
CC1CCCCC1NC(=O)Cn1nnc(-c2ccc(N(C)C)cc2)n1 (centres undefined),1.2,106
CCN(CC)C(=O)c1cc(-c2ccc(OC)c(OC)c2)on1,-0.8,100
CNC(=O)c1c(O)c2cccc3c2n(c1=O)CCC3,0.3,106

# Other structures.
compound,PV pol inh FP z-score,PV pol inh
O=c1ccc2ccccc2o1,0.4,101
CCc1cc2c(=O)c(-c3nc4ccccc4s3)c(C)oc2c(CN(C)C)c1O,-0.1,100
CCCc1cc(=O)[nH]c(SCc2nc(-c3ccc(OCC)cc3)no2)n1,-0.7,104
CCOc1ccc(NC(=O)c2c3c(nc4ccccc24)CCCC3)cc1,-0.2,102
Cc1ccc(-c2nc3ncccn3c2NC(=O)c2cccc(C(F)(F)F)c2)cc1,0.4,104
O=C1/C(=C/c2ccco2)CCc2ccccc21,0.2,101
CC(Oc1cc(C(F)(F)F)cc(C(F)(F)F)c1)C(=O)NC(N)=O (centres undefined),0.5,107
CC1CN(Cn2c(=S)oc3ccccc32)CC(C)O1 (centres undefined),-1.4*,90*
COc1ccc2[nH]cc(CCN=C(NC(=O)c3cccc(Cl)c3)Nc3nc(C)cc(C)n3)c2c1,0.6,107
COCCNC(=O)c1cc(-c2ccccc2O)no1,1.6,105
CCc1nc2nc(C)cc(Nc3ccc(F)c(Cl)c3)n2n1,-0.9,102
CCC(C)NC(=O)Cn1c(=O)n(CCCC(=O)NCc2ccc(C)cc2)c(=O)c2ccccc21 (centres undefined),1,112
Cn1c(C(=O)OCC(=O)NC2CCCCC2)cc2sccc21,0.9,103
CC1Cc2ccccc2N1CC(=O)N1Cc2ccccc2C1 (centres undefined),-0.4,99
Cc1nn(C(=O)C23CC4CC(CC(C4)C2)C3)c(C)c1Sc1ccccc1,0.2,103
NC(=O)C1C(=O)NC(c2ccccc2)=CC1c1ccc(Cl)cc1 (centres undefined),0.3,102
CCN1CCSc2ccc(C(=O)NCc3cccc(Br)c3)cc21,-0.8,107
CC1CN(C(=O)CNc2ccccc2C(=O)NCc2ccccc2)CC(C)O1 (centres undefined),0.9,108
O=C(NCCC1CCCC1)c1cccs1,0,102
COc1ccc(N2CC(NC(=O)/C=C\c3ccc4c(c3)OCO4)CC2=O)cc1OC (centres undefined),-0.3,105
O=C(NCCS(=O)(=O)N1CCN(c2ccccc2F)CC1)C1CC(=O)N(c2ccccc2)C1 (centres undefined),1.5,113
CN(Cc1ccccc1)C(=O)CSc1nc2ccccc2c(=O)n1Cc1ccco1,-0.2,101
NC(=O)c1nn(CC(=O)N2CCN(Cc3nc4ccccc4s3)CC2)c(=O)c2ccccc12,0.4,105
COC(=O)CSC1=NS(=O)(=O)c2ccccc2N1,0.2,104
CCC(CC)C(=O)Nc1nnc(S(=O)(=O)N2c3ccccc3CC2C)s1 (centres undefined),1.3,114
CCOC(=O)c1c(C)[nH]c(/C=N/NC(=S)NCc2ccco2)c1Cc1cccc(Cl)c1,0.4,105
Cc1cccc(NC(=O)c2cccnc2)c1C,0.6,110
CCS(=O)(=O)Nc1cc(C(=O)OC)ccc1C,1.5,105
O=c1n(Cc2ccccc2Cl)c2ccccc2c2nc(-c3ccccc3)nn12,-0.2,104
Cc1cccc(-n2ccnc2SCC(=O)N2CCC(C(N)=O)CC2)c1C,-0.6,99
Cc1nc(=S)sn1-c1nc(Nc2ccccc2)nc(Nc2ccccc2)n1,-0.1,102
Cc1c(Cl)cccc1NC(=S)N(CCN(C)C)C1CCN(C(C)C)CC1,-0.1,100
O=C(CN1CCN(Cc2ccccc2)C1=O)NC1CCCCCCC1,-0.5,101
COc1ccc(OC)c2c(C)cc(N3CCN(C(=O)c4ccc(Cl)cc4)CC3)nc12,-0.6,99
CC(C)N(C(=O)CSc1nnc2sc3ccccc3n12)c1ccccc1,-0.2,98
COc1ccc(-n2nc(C(=O)Nc3ccc(Br)cc3C)c3c4ccccc4n(C)c3c2=O)cc1,1.2,112
CCc1ccc(NC2=NCCS2)cc1,-1.1,95
Cc1ccc(CN2CCC(CNc3ncnc4onc(C)c34)CC2)cc1,0.1,103
Cc1noc(C)c1COC(=O)c1cccnc1SCC(=O)Nc1ccccc1OC(F)F,0,104
COc1ccc(CNC(=O)CN2N=C(c3ccc(Cl)cc3)CCC2=O)cc1,0.2,111
O=S(=O)(NCC(O)CN1CCOCC1)c1ccc2ccccc2c1 (centres undefined),0.7,109
Cc1ccc2cc3cc(C(=O)NCCCN4CCCCCC4)sc3nc2c1,-1.6,98
COc1ccc(C2CCCCCN2C(=O)c2nn(C)c(=O)c3ccccc23)cc1 (centres undefined),-0.8,95
Clc1nc(NCCN2CCOCC2)nc(NC2CCCCC2)n1,-0.2,101
COCCN1CCn2c(nc3cc(NC(C)=O)ccc32)C1,-0.1,101
Cc1nn(-c2ccc(Cl)cc2)c2sc(C(=O)OCCC3CCCCN3C)cc12 (centres undefined),0.1,102
Cn1ncc(NC(=O)Nc2ccc(F)cc2F)c1C(N)=O,-0.6,99
CN(C)S(=O)(=O)c1ccc(C(=O)C2=C3SC=C(c4ccc(F)cc4)N3CC2)cc1,1.9,116
CCOC(=O)C1CCCN(Cc2ccccc2)C1 (centres undefined),0.9,105
NNC(=O)OC12CC3CC(CC(C3)C1)C2,-0.2,102
CCc1ccc(NC(=O)N(C2CCCCC2)C(C)c2cccnc2)cc1 (centres undefined),-0.6,99
O=C(CSC1=NCCS1)NC1CCCc2ccccc21 (centres undefined),-0.1,102
CCC(C)NC(=O)CSc1ncccc1C(=O)OC(C)C (centres undefined),1.1,104
Cc1cc(C)c(NC(=O)Cn2ccn(-c3cccc(Cl)c3)c(=O)c2=O)c(C)c1,0.9,111
CCOc1ccc(NC(=O)Cc2ccc(NC(=O)N3CCCCc4ccccc43)cc2)cc1,0,106
O=C(COc1ccc2oc(-c3ccccc3)cc(=O)c2c1)N1CCCCC1,0.3,101
COCCN(Cc1c(-c2cccs2)n(C)c2ccccc12)C(=O)Nc1ccccc1,0.4,103
CCCCN(CCCC)C(=O)c1cc2c(=O)n3cccc(C)c3nc2s1,-1.4,98
NC(=O)c1ccccc1NC(=O)CS(=O)(=O)Cc1ccccc1,-0.6,98
O=C(CSCc1ccco1)NCc1ccccc1Cl,0,101

# Additional records.
compound,PV pol inh FP z-score,PV pol inh
CCOC(=O)c1cnc(SCC)[nH]c1=O,-0.5,100
CSc1ccc(CN(C)CC(=O)NC(=O)Nc2ccc3c(c2)OCCO3)cc1,0.5,108
O=C(c1ccccc1)N1CCC(O)(c2ccccc2)[C@H]2CCCC[C@H]21 (some centres undefined),0,102
CC1=C(C#N)c2nc(N)c(C#N)c(C)c2/C1=C\c1ccccc1,0.8,107
Cc1ccc(CNC(=O)c2c[nH]n3c(=O)c(Cc4ccc(F)cc4Cl)c(C)nc23)cc1,-0.2,102
COc1ccc(C(=O)O)cc1,0,103
CCCc1cc(=O)oc2cc(OCC(=O)NC3CCCC3)c(Cl)cc12,-0.9,99
C/C(=N\O)c1nnn(-c2cc(C(F)(F)F)cc(C(F)(F)F)c2)c1C,0.2,104
COc1cc(COC(=O)c2ccc3c(c2)NC(=O)C2CCCN32)ccc1OC(F)F (centres undefined),-0.2,102
O=C(Cn1ncc2ccccc21)NCCc1ccccc1,0,103
CC(NC=O)c1nc2ccccc2n1C/C=C/c1ccccc1 (centres undefined),-0.2,101
CCC1(C(=O)OC)NC(c2ccc(OC)cc2)C2C(=O)N(C)C(=O)C21 (centres undefined),0,102
COc1ccc2c(CSc3nnc(-c4cccs4)n3N)cc(=O)oc2c1,-0.4,102
Cc1ccc(-c2sc(C(=O)Nc3ccc(Br)cc3)cc2CC(=O)O)cc1,1,108
Nc1c(Nc2ccc(F)cc2)sc2c(O)cc(=O)[nH]c12,5,133
Cc1cccc(NCc2nnc(-c3ccccc3)o2)c1,0,101
COc1cccc(-n2c(=O)c3c(C)c(C(=O)N(C)C)sc3n(Cc3ccc(F)cc3Cl)c2=O)c1,1,110
Nc1cc(Cl)ccc1C(=O)OCC(=O)N1CCCC1,0.5,103
COc1cc(-c2nc3c(C(C)(C)C)cc(C(C)(C)C)c(O)c3o2)ccc1O,0.6,102
COc1ccccc1Nc1c2c(nc3ccc(NC(=O)/C=C/c4cccc(OC)c4OC)cc13)CCCC2,0.3,106
Cc1nc2cc(NC(=O)CCn3[nH]c(=O)ccc3=O)ccc2n1-c1ccccc1,0,100
CCOc1ccccc1CNC(=O)c1cn(-c2cccc(OC)c2)c(=O)c2ccccc12,-0.4,100
Cc1nc2cc(C(=O)NCCN(C)C)ccc2n1-c1ccccc1,1.2,105
CNS(=O)(=O)c1ccc(F)cc1,-0.3,101
CCc1ccc(NC(=O)CCc2nc3cccnc3n2-c2ccccc2)cc1,-0.1,101
CC(C)OCCCNC(=O)c1ccc(CSc2nc3cccnc3n2Cc2ccccc2)cc1,-0.1,102
O=C(O)c1cc2c([nH]1)CCCC2,0.2,102
CNC(=S)N1CCn2cccc2C1c1ccc(F)cc1 (centres undefined),-0.4,100
Cc1ccccc1-c1ncnn1-c1sc2c(c1C#N)CCCCC2,0.6,108
O=c1oc2ccccc2cc1-c1nnc(-c2cccc(Cl)c2)o1,0,101

# Quoted from the listing:
# PV pol inh with CNC(=S)N1CCn2cccc2C1c1ccc(F)cc1 (centres undefined) reads 100
# PV pol inh FP z-score with O=c1oc2ccccc2cc1-c1nnc(-c2cccc(Cl)c2)o1 reads 0
# PV pol inh FP z-score with CCOc1ccccc1CNC(=O)c1cn(-c2cccc(OC)c2)c(=O)c2ccccc12 reads -0.4

# The results go on:
compound,PV pol inh FP z-score,PV pol inh
CC1CCN(C(=O)CSc2nnc3n2CCCCC3)c2ccccc2S1 (centres undefined),-0.4,99
CCOC(=O)N1CCC(NC(=O)c2cnn(-c3ccc(C)cc3)c2-n2cccc2)CC1,0.1,108
CC(=O)Nc1cc(NC(C)=O)cc(C(F)(F)F)c1,0.7,105
CCc1ccc(NC(=O)Cn2c(C(=O)OC)cc3sccc32)cc1,0,102
O=S(Nc1ccc2c(c1)OCCO2)C12CC3CC(CC(C3)C1)C2 (centres undefined),-1.2,99
CCCN(S(=O)(=O)c1ccc(S(=O)(=O)N2CCCC2)cc1)S(=O)(=O)c1cccc(Cl)c1,-0.2,101
CS(=O)(=O)c1ccccc1-c1nnc(NC(=O)COc2ccc(Cl)cc2)o1,1.5,106
Cc1oc2nc[nH]c(=O)c2c1C(=O)OC(C)C(=O)NC1CCCCC1 (centres undefined),0.2,103
Cn1c(=O)cc(Nc2ccccc2)c2c(=O)n(-c3ccccc3)c(=O)n(-c3ccccc3)c21,-0.1,102
CNC(=O)C1=C(C)NC(=O)NC1c1ccc(Cl)cc1 (centres undefined),0,102
CC1CCCN(CC(O)COCc2cccs2)C1 (centres undefined),-0.2,101
O=C(CSc1nc2ccccc2o1)N1CCC(n2cccc2)CC1,0.9,108
Cc1ccc2c(c1)c1c(c(=O)n(Cc3ccccc3)c(=O)n1Cc1ccccc1F)n2C,-0.8,104
CCN1CCCC1CNC(=O)c1cc(NC(C)=O)c(N(C)C)cc1OC (centres undefined),0.4,104
CCN1CCN(C(=O)C2c3ccccc3C(=O)N(Cc3ccc(F)cc3)C2c2ccc(OC)cc2)CC1 (centres undefined),0.3,101
COc1cccc(CNCC(O)Cn2nnnc2-c2ccccc2)c1 (centres undefined),1.2,105
Cc1occc1-c1nnc(SCC(=O)NCc2ccc3c(c2)OCO3)n1CC(C)C,0,102

# Assay outcomes from PubChem.

# Only part of the results is shown; count on the stated rates, not on these rows.
